Compound activity as filed in PubChem BioAssay.
PV pol inh – poliovirus RdRp elongation inhibitors, primary screen, biochemical, fluorescence polarization, total intensity | 150,000 tested, 0.66% active | poliovirus polymerase elongation; hits give low values | Genome polyprotein (Poliovirus type 1 (strain Mahoney)), P03300 | % elongation, % (compound at 16.7 µg/mL) | AID 588519, 2011; in the data active = % elongation below about 90%; note: some results filed as inactive read as strong as hits
Target sequence (P03300 1749-2209 limits assumed): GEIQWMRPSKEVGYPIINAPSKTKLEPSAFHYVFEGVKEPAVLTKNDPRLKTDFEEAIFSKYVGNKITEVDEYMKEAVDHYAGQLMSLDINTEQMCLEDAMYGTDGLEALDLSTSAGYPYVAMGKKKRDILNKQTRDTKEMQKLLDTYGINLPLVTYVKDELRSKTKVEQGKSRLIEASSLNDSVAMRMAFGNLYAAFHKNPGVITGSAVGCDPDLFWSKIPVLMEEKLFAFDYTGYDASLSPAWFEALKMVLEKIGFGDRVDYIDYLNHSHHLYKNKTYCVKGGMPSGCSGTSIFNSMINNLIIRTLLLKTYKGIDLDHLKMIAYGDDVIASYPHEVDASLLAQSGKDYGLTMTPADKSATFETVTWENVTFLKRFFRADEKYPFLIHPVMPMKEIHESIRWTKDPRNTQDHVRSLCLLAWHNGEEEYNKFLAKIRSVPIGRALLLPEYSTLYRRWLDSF
PV pol inh FP z-score – further read-out of PV pol inh, marked with its call; z-score; measured here: FP z-score; hits read low
The depositor's hits bear a star; & = joins results of further samples; ! = repeats disagree. Some of the compounds tested, so the mix of outcomes need not match the whole.

Order of results: PV pol inh | PV pol inh FP z-score
1) CCC(CC)C(=O)Nc1nnc(S(=O)(=O)N(C)c2cc(C)cc(C)c2)s1
    103.0 | -1.4
2) O=C(O)C1OC(c2cccc(Cl)c2)=NC12CC2 (configuration not stated)
    98.0 | -0.6
3) N#CC1=C2SCN(C3CCCCC3)CN2C(=O)CC1c1ccc(Cl)cc1 (configuration not stated)
    98.0 | -0.8
4) CCN(CC)c1ccc(-c2n[nH]c(=S)n2-c2ccccc2C)cc1
    101.0 | 0.1
5) O=C(c1ccc2c(c1)N(Cc1ccc(Cl)cc1)C(=O)c1ccccc1S2=O)N1CCC(Cc2ccccc2)CC1 (configuration not stated)
    105.0 | 0
6) Cc1ccc(C2c3c(oc4ccccc4c3=O)C(=O)N2c2ccccn2)cc1 (configuration not stated)
    100.0 | -0.1
7) CCON1C(=O)c2ccccc2C1=O
    103.0 | 0.3
8) COc1ccc(Cn2c(SCC(=O)Nc3ccc(OC)cc3)nc3ccccc32)cc1
    99.0 | -1.1
9) O=C(CSc1ncnc2ccccc12)Nc1ccnn1C1CCCC1
    106.0 | 0.4
10) CCc1cccc(C)c1Nc1c(-c2cccs2)nc2ncccn12
    114.0 | 0.5
11) O=C(O)CSCc1csc2c1CCCC2
    102.0 | -0.1
12) CCNc1nc(NCC)n2c(SCC(=O)c3cccc(C(F)(F)F)c3)nnc2n1
    102.0 | 0.1
13) CC(NS(=O)(=O)c1ccccc1)C(=O)NCc1ccc2c(c1)OCO2 (configuration not stated)
    100.0 | -0.6
14) Cc1[nH]c2ccccc2c1C(=O)CN1CCCC1
    104.0 | 0.4
15) CCN(C(=O)CSc1nnc(-c2cc3occc3n2C)n1-c1ccccc1C)c1ccccc1
    106.0 | -0.6
16) Cc1ccc2nc(-c3cccc(-c4nc5ccc(C)cc5o4)c3)oc2c1
    101.0 | 0.2
17) CCOC(=O)N1CCN(CCC(=O)Nc2cc(OC)cc(OC)c2)CC1
    102.0 | 0.1
18) CN1CCc2c(c3ccccc3n2Cc2ccccc2)C1
    100.0&102.0&100.0 | -0.8&0.2&0
19) COc1ccc(NC(=O)N2CCN(Cc3nc4ccc(C)cc4o3)CC2)cc1OC
    112.0 | 1.4
20) COc1ccc(C)cc1NC(=O)c1cc2c(s1)CCC2
    102.0 | 0

Given with one line to a screen: part of the list above.
[3] N#CC1=C2SCN(C3CCCCC3)CN2C(=O)CC1c1ccc(Cl)cc1 (configuration not stated)
[4] CCN(CC)c1ccc(-c2n[nH]c(=S)n2-c2ccccc2C)cc1
[5] O=C(c1ccc2c(c1)N(Cc1ccc(Cl)cc1)C(=O)c1ccccc1S2=O)N1CCC(Cc2ccccc2)CC1 (configuration not stated)
[6] Cc1ccc(C2c3c(oc4ccccc4c3=O)C(=O)N2c2ccccn2)cc1 (configuration not stated)
[7] CCON1C(=O)c2ccccc2C1=O
[8] COc1ccc(Cn2c(SCC(=O)Nc3ccc(OC)cc3)nc3ccccc32)cc1

| assay / entry | 3 | 4 | 5 | 6 | 7 | 8 |
| --- | --- | --- | --- | --- | --- | --- |
| PV pol inh | 98.0 | 101.0 | 105.0 | 100.0 | 103.0 | 99.0 |
| PV pol inh FP z-score | -0.8 | 0.1 | 0 | -0.1 | 0.3 | -1.1 |

Next part.
Order of results: PV pol inh | PV pol inh FP z-score
21) CCCCCC[C@@H]([C@@H](C)O)n1cnc2c(N)ncnc21
    101.0&98.0 | 0.1&0
22) Cc1ccc2c(=O)cc(C(=O)Nc3ccc(S(=O)(=O)N4CCCCCC4)cc3)oc2c1C
    106.0 | -0.2
23) Cc1cc(Nc2ccccc2)n(C(C)(C)C)n1
    107.0 | 0.8
24) COc1ccc(NC(=S)NN)cc1Cl
    93.0 | -2.3
25) O=C(NCCc1ccccc1)c1cc2c(ccc3ccccc32)o1
    102.0 | 0.1
26) CC(O)c1nc2ccccc2n1C(F)F (configuration not stated)
    100.0 | -0.3
27) O=C(CNS(=O)(=O)c1ccccc1)NCC1CCCO1 (configuration not stated)
    101.0 | 0
28) COc1cccc(NC(=O)Cn2nc(-c3ccncc3)ccc2=O)c1
    103.0 | -1
29) Cc1ccc(-c2nn(CCC#N)cc2C#N)cc1
    105.0 | 0.2
30) S=c1[nH]nc(CN2CCCC2)n1-c1ccccc1
    101.0 | -0.2
31) CN(C)C(=O)Cc1ccc(S(=O)(=O)N2CCCC2)s1
    99.0 | -0.2
32) COc1ccc(CCN2C(=O)c3[nH]nc(-c4ccccc4O)c3C2c2ccccc2)cc1 (configuration not stated)
    111.0 | 1.2
33) CCOC(=O)C1CCCN(C(=O)c2ccc(-n3ccc4ccccc43)s2)C1 (configuration not stated)
    105.0 | -0.3
34) CCCCn1cnc2cc(NCc3ccncc3)ccc21
    99.0 | -0.6
35) CCc1ccc2c(c1)-c1ccccc1S(=O)(=O)N2CC(=O)N1CCC(C)CC1
    101.0 | -1.2
36) COc1cc(/C=N/n2c(=S)[nH]nc(C)c2=O)cc(Br)c1O
    103.0 | 0.4
37) O=c1c2ccccc2n(Cc2ccccc2)c(=O)n1-c1cccc(Cl)c1
    101.0 | -0.3
38) CCS(=O)(=O)NCCCc1ccccc1
    102.0 | 0.5
39) CN(Cc1cc2ccccc2[nH]c1=O)C(=O)c1ccccc1
    100.0 | -0.6
40) CC(C)n1c(CN(C)c2ccccc2)nc2ccccc21
    105.0 | 0.8

Next section
Order of results: PV pol inh | PV pol inh FP z-score
41) CCOC(=O)/C=c1\s/c(=C\c2ccc(C#N)cc2)c(=O)n1CC(=O)N1CCCCC1C (configuration not stated)
    102.0 | -0.1
42) Cc1ccc(NC(=O)N2CC3CCCN3c3ccccc32)cc1C (configuration not stated)
    103.0 | -1.4
43) Cc1ccc2c(c1)C1CN(C)CCC1N2C(=S)Nc1ccc(S(=O)(=O)N2CCOCC2)cc1 (configuration not stated)
    104.0 | 0.2
44) Nc1c(N2CCCC2)c2ccccc2oc1=O
    102.0 | 0.5
45) O=C(NCCN1C(=O)C2C3C=CC(C3)C2C1=O)Nc1ccccc1 (configuration not stated)
    103.0 | 0.3
46) CCc1nn2c(=O)cc(COc3ccc(/C=C4/C(=N)N5C=CSC5=NC4=O)cc3)nc2s1
    102.0 | 1
47) Cc1cccc(Nc2c(-c3cccs3)nc3nc(C)cc(C)n23)c1
    107.0 | -1.5
48) CCOc1ccc(-n2nc(CO)c(C(=O)NCc3cccnc3)n2)cc1
    110.0 | 0.6
49) CCSc1[nH]c(=O)cc(C)c1C#N
    111.0 | 0.6
50) CC(Nc1ncnc2c1oc1ccccc12)C12CC3CC(CC(C3)C1)C2 (configuration not stated)
    102.0 | -0.6
51) Cc1cccc(CCNC(=O)CSc2c3c(nc4ccc(Cl)cc24)CCCC3)c1
    102.0 | 0.3
52) Clc1ccc(NC2=NCCCS2)cc1Cl
    106.0 | 1.4
53) CC(=O)Nc1cc(NC(C)=O)cc(C(=O)N2CCCC3CCCCC32)c1 (configuration not stated)
    103.0 | 0
54) COc1cc(C(C(=O)NC2CCCCC2)N(Cc2ccco2)C(=O)c2cnccn2)cc(OC)c1OC (configuration not stated)
    103.0 | 0.7
55) CCCCNC(=O)CN1N=C(c2ccccc2)CCC1=O
    99.0 | -0.3
56) O=C(c1cnccn1)N(Cc1cccs1)C1(C(=O)NC2CCCC2)CCCCC1
    104.0 | 0.4
57) O=C1NC(CCc2ccccc2)C(=O)N1Cc1cc(=O)n2ccsc2n1 (configuration not stated)
    98.0 | -0.6
58) Cc1cc(N2CCCCC2)nc(N2CCC(O)(Cc3ccccc3)CC2)n1
    102.0 | -0.2
59) Cc1ccc2cc(C(c3nnnn3C3CCCC3)N3CCCc4ccccc43)c(=O)[nH]c2c1 (configuration not stated)
    100.0 | -0.6
60) COC(=O)c1ccc(Cn2nnc3c(=O)[nH]c(C4CCCN(S(=O)(=O)c5cccc(Cl)c5)C4)nc32)cc1 (configuration not stated)
    111.0 | 0.7

Remaining list, next part.
Order of results: PV pol inh | PV pol inh FP z-score
61) CCCn1c2ccc(C)cc2c2nnc(SCCN3CCOCC3)nc21
    104.0 | 0.3
62) Cc1coc2cc3oc(=O)c4c(c3cc12)CCC4
    102.0 | 0.1
63) Cc1ccc(CNC(=O)c2cc(NS(=O)(=O)c3ccc(C)cc3)ccn2)cc1
    106.0 | 0.1
64) Cc1ccc2oc(C(=O)NCC(c3ccc(Cl)cc3)N3CCOCC3)c(C)c2c1 (configuration not stated)
    107.0 | 0.4
65) COc1cccc(-c2nc(SCC(=O)NCC3CCCO3)c(-c3ccc(C)cc3)[nH]2)c1 (configuration not stated)
    115.0 | 0.7
66) O=C1CCC(Cc2ccccc2)C(C(=O)O)C1 (configuration not stated)
    99.0 | -0.6
67) Cc1cc(C)cc(NC(=O)Cn2nnc(-c3ccccc3F)n2)c1
    105.0 | 0.5
68) Cc1cc(C(=O)CSc2nnc(N)s2)c(C)n1Cc1cccs1
    101.0 | -0.2
69) Cc1cc2ccccc2n1-c1ccc(C(=O)N2CCC(C(=O)N(C)Cc3ccccc3)CC2)s1
    102.0 | 0.6
70) N#Cc1ccc(NC(=O)Cc2ccccc2)cc1
    100.0 | -0.3
71) Cc1ccc(-c2nc(N)sc2CC(=O)OCC(=O)NCc2cccs2)cc1
    110.0 | 0.9
72) O=S(=O)(Nc1ccccc1)c1ccc2oc3ccc(S(=O)(=O)Nc4ccccc4)cc3c2c1
    99.0 | -0.5
73) CN(C(=O)NCc1noc2ccccc12)c1ccccc1
    102.0 | -0.1
74) FC(c1nc2ccccc2[nH]1)C(F)(F)F (configuration not stated)
    102.0 | 0
75) O=C(NCc1ccc(Cl)cc1)c1cc2c(s1)CSC2
    104.0 | 0.8
76) COC(=O)c1ccc(N2C(=O)C3ON(c4ccccc4C)C(c4ccc(F)cc4)C3C2=O)cc1 (configuration not stated)
    102.0 | 0.2
77) COC(=O)c1ccccc1NC(=O)CCCn1c(=O)c2cccn2c2cccnc21
    102.0 | -1
78) COc1ccc(NC(=O)NC(C)c2c(-n3cccc3)sc3c2CCCC3)cc1 (configuration not stated)
    101.0 | -0.1
79) CC(OC(=O)C1CCCO1)C(=O)NC1CCCC1 (configuration not stated)
    104.0 | 0.8
80) O=C(Nc1nc2c(s1)CCCC2)C1CCCCC1
    102.0 | 0.1

(list continues)
Order of results: PV pol inh | PV pol inh FP z-score
81) CC(C)c1ccc(S(=O)(=O)CC#N)cc1
    108.0 | 0.6
82) COc1ccc(CN2CCC(N(C)Cc3ccccc3)CC2)cc1
    100.0 | -0.4
83) Nc1nnc(SCC(=O)OCC(=O)Nc2nc(-c3ccccc3)cs2)s1
    103.0 | 0
84) CC(Oc1ccc2c(-c3ccccc3)cc(=O)oc2c1)C(=O)N1CCOCC1 (configuration not stated)
    101.0 | -0.3
85) COc1cc2c(cc1OC)n(Cc1cccc(C(F)(F)F)c1)c(=O)n1nc(-c3ccccc3)nc21
    105.0 | -0.1
86) COc1ccc(CNc2ncnc3c2nnn3C)cc1
    104.0 | -0.7
87) CN(C)S(=O)(=O)c1ccc(C(=O)Oc2ccc(-n3ccnc3)cc2)cc1
    91.0 | -1.9
88) Cc1ccc2c(c1)-c1c(ssc1=S)C(C)(C)N2C(=O)C(C)C
    104.0 | 0.1
89) O=C(COC(=O)c1cccc(C(=O)OCC(=O)NC2CC2)n1)NC1CC1
    102.0 | 0.1
90) O=C1NC(=O)C(C(CC(=O)C2CC2)c2ccccc2)C(=O)N1 (configuration not stated)
    103.0 | 0.1
91) NC(CC(=O)O)c1cccc(Oc2ccccc2)c1 (configuration not stated)
    103.0 | 0.2
92) CCc1ccc(C2=NN(CCC(=O)NCCc3ccccc3)C(=O)CC2)cc1
    108.0 | 0.3
93) O=C(O)Cc1csc(-c2ccsc2)n1
    98.0 | -0.6
94) Cc1ccc(C)c(CN2CCCN(Cc3cc(C)ccc3C)S2(=O)=O)c1
    103.0 | 0.1
95) CCc1ccc2c(c1)C1CC(C)(O2)N(CC)C(=S)N1 (configuration not stated)
    100.0 | -0.5
96) CN(Cc1ccccc1)Cc1c(O)ccc2c(=O)c(-c3ccccc3)c(C(F)(F)F)oc12
    103.0 | -0.6
97) OCCCc1cc(-c2ccccc2)n[nH]1
    102.0 | -0.2
98) COC(=O)C(NC(=O)C12CC3(C)CC(C)(CC(C)(C3)C1)C2)C(C)C (configuration not stated)
    104.0 | 0.1
99) CCN(CC)S(=O)(=O)c1cc(C)ccc1OC
    100.0 | 0.1
100) CN(C1CCCCC1)S(=O)(=O)c1ccc2c(c1)c(=O)c(C(=O)N1CCN(c3ccccc3F)CC1)cn2C
    106.0 | 0.3

(list continues)
Order of results: PV pol inh | PV pol inh FP z-score
101) CN(C)c1ccc(/C=C/c2ccncc2)cc1
    102.0 | 0.1
102) Cc1cc(C)c2nc(NC(=O)C(C)C)sc2c1
    107.0 | 0.9
103) Cc1noc(C)c1COC(=O)CCc1ccc(S(=O)(=O)N2CCCCC2)cc1
    106.0 | 0.3
104) N#CCCCN1C(=O)C(=C(C#N)C#N)c2ccccc21
    100.0 | -0.5
105) CC1C2(C)OC(=N)C(C#N)(C(c3ccncc3)O2)C1(C#N)C#N (configuration not stated)
    147.0 | 3.9
106) Cc1cc(=O)[nH]c(NN=C(CC(C)C)CC(C)C)n1
    100.0 | -0.1
107) CC(C)CCNC(N)=O
    104.0 | 0.3
108) N#C/C(=C/c1cn(-c2ccccc2)nc1-c1cc2ccccc2o1)S(=O)(=O)c1ccccc1
    102.0 | 0.1
109) Cc1ccc(CSC2=Nc3ccccc3C3=NC(CCC(=O)NCCc4ccccc4)C(=O)N23)cc1 (configuration not stated)
    105.0 | -0.4
110) COc1ccc(N2CCN(C(=O)CSc3nc4ccccc4nc3Cc3ccc(Cl)cc3)CC2)cc1
    103.0 | -0.6
111) COc1ccc(C2Nn3c(C)nnc3SC2C(=O)N2CCCC2)cc1 (configuration not stated)
    102.0 | 0.5
112) C=CCN(CC=C)Cc1nc(N)nc(Nc2ccccc2C)n1
    106.0 | 0.5
113) Cc1cc(-n2c(C)cc(C(=O)CN3C(=O)NC4(CCCCCC4)C3=O)c2C)no1
    103.0 | 0.1
114) CCN(CC)C(=S)SCc1cn2cccnc2n1
    100.0 | -0.3
115) CC(=O)NC1C(=O)N(C)c2c(C)cc(C)cc21 (configuration not stated)
    100.0 | -0.2
116) O=c1oc(Cl)c(Cl)c2ccccc12
    90.0*! | -2.6*!
117) CCOc1ncnc2ccc(Br)cc12
    100.0 | -0.2
